Vif-APOBEC3G blk: inhibitors of Vif-APOBEC3G interaction. actives 0.076% (n = 410,000). HeLa A3G-eYFP + Vif (tagged APOBEC3G with the HIV-1 protein that degrades it), YFP fluorescence, overnight. Potency, µM (top dose mostly 46.1 µM), for the others: at the highest dose activity, negative = active, actives largely listed as inhibitors;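 note: potency is the fitted concentration of half-maximal effect; % is set by controls: 0 for no effect and ±100 for the full control effect; nearly all actives have a fitted effect of over 60% in size; hits raise eYFP signal because A3G escapes Vif-driven loss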
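Read-out is eYFP fluorescence (Ex 488/Em 500-530) from Vif-expressing HeLa A3G-eYFP cells; more signal means A3G escaped Vif-mediated degradation. Cells plated overnight, compound pinned in, incubated overnight at 37 deg C.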
GRP78 ERSR act: ER stress response induction in glioma; U87-MG GRP78 promoter luciferase reporter, 16 h; Potency, µM, inactives show top-dose activation, hits mostly activators; actives 0.02% (n = 420,000); AID 602332; note: potency is the fitted concentration of half-maximal effect; series mostly up to about 76 µM; % of control where 0% means no effect; nearly all actives have a fitted effect of over 35% in size
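Stably transfected U87-MG human glioma cells carrying a GRP78-based luminescent sensor were seeded at 1000 cells/well, pin-dosed with compounds and incubated 16 h. Luciferase reagent was then added, and end-point luminescence was read after 10 min at room temperature.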
RGS4 inh: human RGS4 inhibition; Transcreener GDP fluorescence polarization, RGS4-accelerated GTP hydrolysis; Potency, µM (series often up to 114 µM), inactives show top-dose activity change, negative = inhibition, most hits filed as inhibitors; actives 0.039% (n = 390,000); AID 504845; note: potency is the fitted concentration of half-maximal effect; % is set by controls: 0 for no effect and ±100 for the full control effect; nearly all actives have a fitted effect of over 75% in size; some results filed as inactive show a strong effect at the top dose
Target sequence (P49798 whole entry, looked up): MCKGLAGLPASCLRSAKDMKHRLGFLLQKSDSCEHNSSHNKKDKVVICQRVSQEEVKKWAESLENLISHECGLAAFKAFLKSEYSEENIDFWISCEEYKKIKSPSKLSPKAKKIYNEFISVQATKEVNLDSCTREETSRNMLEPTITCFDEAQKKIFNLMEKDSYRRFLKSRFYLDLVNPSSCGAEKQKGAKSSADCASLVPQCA
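MLSMR compounds (23 nl, pin-transferred) preincubated 10 min at room temperature with a 500nM (2x) first reagent, then RGS4 at 900nM (2x) plus Transcreener GDP mix added; fluorescence polarization (620/688 nm) read before and after 90 min at 30 °C.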
mIDH1 inhibitor: blocks human mutant IDH1 R132H enzyme; O75874; IDH1-R132H enzyme, NADPH consumption, diaphorase/resazurin fluorescence; Potency, µM (series often up to 76.6 µM), without a hit: at the highest dose activity change, negative = inhibition, usual class: inhibitors; actives 0.093% (n = 390,000); AID 602179; note: potency is the fitted concentration of half-maximal effect; % is set by controls: 0 for no effect and ±100 for the full control effect; nearly all actives have a fitted effect of over 65% in size
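IDH1-R132H (0.5 ug/mL dispensed) in pH 7.5 Tris buffer was preincubated 30 min with compound, then given a substrate mix of 0.016 mM NADPH and 2 mM alpha-KG for 80 min at room temperature; remaining NADPH was read by diaphorase/resazurin fluorescence.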
TrxR1 substrate: rat thioredoxin reductase 1 substrate activity; O89049; purified TrxR1 substrate turnover, NADPH consumption readout; Potency, µM (top dose mostly 114 µM), inactives show at the highest dose activity change, negative = substrate turnover; actives 0.01% (n = 390,000); note: potency is the fitted concentration of half-maximal effect; % is set by controls: 0 for no effect and ±100 for the full control effect; nearly all actives have a fitted effect of over 50% in size
Target sequence (O89049 whole entry, looked up): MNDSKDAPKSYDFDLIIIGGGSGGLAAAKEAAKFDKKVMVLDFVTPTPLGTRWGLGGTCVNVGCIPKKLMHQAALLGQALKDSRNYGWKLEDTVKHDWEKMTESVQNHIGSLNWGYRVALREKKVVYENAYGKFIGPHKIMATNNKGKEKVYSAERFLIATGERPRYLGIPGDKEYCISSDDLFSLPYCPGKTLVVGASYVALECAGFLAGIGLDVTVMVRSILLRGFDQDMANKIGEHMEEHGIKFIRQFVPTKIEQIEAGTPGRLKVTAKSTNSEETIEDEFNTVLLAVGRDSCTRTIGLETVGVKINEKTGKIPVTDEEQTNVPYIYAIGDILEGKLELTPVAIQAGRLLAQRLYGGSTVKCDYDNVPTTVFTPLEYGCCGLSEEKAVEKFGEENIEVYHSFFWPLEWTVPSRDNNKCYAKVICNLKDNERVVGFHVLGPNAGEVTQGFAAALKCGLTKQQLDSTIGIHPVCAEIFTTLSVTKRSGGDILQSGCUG
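Rat TrxR1, dispensed at 90 nM, was prereduced with 400 uM NADPH (final) for 5 min at ~22 deg C, then incubated with compound 15 min before 400 uM selenite. A first-read NADPH fluorescence drop versus no-compound background flagged substrates.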
TrxR1 inh: rat TrxR1 inhibition. actives 1% (n = 390,000). Potency, µM (doses to about 114 µM), for the others: at the highest dose activity change, negative = inhibition, usual class: inhibitors. O89049. AID 588453. recombinant rTrxR1, NADPH fluorescence consumption, selenite substrate; note: potency is the fitted concentration of half-maximal effect; % is set by controls: 0 for no effect and ±100 for the full control effect; nearly all actives have a fitted effect of over 65% in size
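Rat TrxR1 (90 nM in the dispensed reagent) was pre-reduced with 400 uM NADPH for 5 min at room temperature, then incubated with compound for 15 min. After 400 uM selenite was added, NADPH fluorescence (Ex 340/Em 450 nm) was followed for 8 min.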
USP1 inh: USP1/UAF1 (human) deubiquitinase inhibition; O94782; recombinant USP1/UAF1, Ub-Rhodamine cleavage fluorescence; Potency, µM (series often up to 57.1 µM), without a hit: at the highest dose activity change, negative = inhibition, usual class: inhibitors; actives 0.23% (n = 390,000); AID 743255; note: potency is the fitted concentration of half-maximal effect; % is set by controls: 0 for no effect and ±100 for the full control effect; nearly all actives have a fitted effect of over 60% in size; inactives centre near -12
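USP1/UAF1 complex at 1 nM was preincubated with compound for 15 min at room temperature, then Ub-Rho substrate (150nM final) was added. Fluorescence (480/540 nm) was read kinetically, 6 reads every 60 seconds.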
LDHA inh: LDHA (human) enzyme inhibition. purified LDHA, NADH/diaphorase-resazurin fluorescence; active compounds read low. activity change, % (values are at about 110 or 230 µM). actives 0.15% (n = 480,000); in the data active = activity change below about -30%; inconclusive = mostly about -25% to -30%;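 note: plate controls were DMSO wells for no effect and wells without enzyme for full effect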
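Human LDH5 at 2 nM final in Tris HCl pH 7.4 with 0.06 mM NADH and 0.2 mM pyruvate, reacted 5 minutes at room temperature. Remaining NADH coupled via diaphorase/resazurin; resorufin fluorescence read at 0 and 20 minutes, normalized to enzyme-free and DMSO wells.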
Vif-APOBEC3F blk: Vif-A3F binding inhibition; HeLa A3F-eYFP + Vif (tagged APOBEC3F with the HIV-1 protein that degrades it), YFP fluorescence increase; Potency, µM (titrated, usually from 46.1 µM), inactives show top-dose activity, negative = active; actives 0.2% (n = 390,000); note: potency is the fitted concentration of half-maximal effect; % of control where 0% means no effect; nearly all actives have a fitted effect of over 65% in size
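HeLa cells stably expressing A3F-eYFP plus Vif, plated and incubated overnight at 37 deg C, then exposed to compounds overnight at 37 deg C. Blocked degradation read as raised yellow fluorescence (Ex 488/Em 500-530).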
* marks the source's active call; other numbers are inactive results; ? = inconclusive; . = not tested or not shown; [ ] = remark or other dose. Unless noted, calls come from the whole dose curve; as a rule, active = well fitted curve in the direction sought with a large enough effect; inconclusive = small, poorly fitted or top-dose-only effect, or another doubt; inactive = no such curve, though single readings can be large; an effect the other way counts as inactive or inconclusive. Not all compounds are listed, so the mix of outcomes need not match the whole.

SMILES	Vif-APOBEC3G blk	GRP78 ERSR act	RGS4 inh	mIDH1 inhibitor	TrxR1 substrate	TrxR1 inh	USP1 inh	LDHA inh	Vif-APOBEC3F blk
CCN(CC)CCOc1ccc2c(c1)C(=NO)c1cc(OCCN(CC)CC)ccc1-2	-7%	-3%	0%	0%	7%	26%	5%	0	-19%
CCCc1ncc(C(O)c2cccc3ccccc23)n1C (stereo not given)	0%	-5%	10%	-2%	-1%	-3%	-2%	-14	7%
O=C(COC(=O)c1ccc(O)cc1)Nc1cc(C(F)(F)F)ccc1N1CCOCC1	-11%	-3%	-30%	-15%	6%	15%	-17%	1	0%
CCCCCC(=O)N1C[C@H](O)[C@@H](n2cc(C3CC3)nn2)C[C@@H]1c1ccc(OC)cc1	-4%	-5%	.	2%	.	.	-13%	-1	-5%
O=C(N/N=C/c1ccc([N+](=O)[O-])o1)c1ccc(NS(=O)(=O)c2cccs2)cc1	-19%	-9%	20%	0%	-3%	10µM*	-13%	3	?
CCCCNc1c(-c2ccc(SC3CCCCC3)cc2)nc2cnccn12	3.2µM*	13%	-3%	-5%	4%	-4%	15%	5	?
COc1ccc(C(=O)NCC(=O)N=Nc2c(O)n(C)c3ccccc23)cc1OC	4%	-1%	10%	1%	1%	9%	-7%	2	1%
COc1ccc(CN2CCN(c3ccccc3OC)CC2)c(OC)c1	0%	-4%	-4%	4%	9%	25%	-12%	-6	0%
CCN1CCN(CC2CC3C=CC2C3)CC1 (stereo not given)	0%	-5%	-13%	-4%	8%[57.1 µM]	14%	-14%	-25	0%
CC(C)NS(=O)(=O)c1ccc(NC(=O)C2CC3C=CC2C3)cc1 (stereo not given)	2%	-2%	-7%	-5%	-1%[57.1 µM]	5%[57.1 µM]	-4%	-5	5%
CCN(CC(=O)Nc1cc(Cl)ccc1C)C(=O)CN1C(=O)NC(CC)(c2ccccc2)C1=O (stereo not given)	-4%	-4%	-19%	6%	4%	11%	-17%	-4	-5%
CCOc1cc(Cl)c(S(=O)(=O)NCCCN2CCOCC2)cc1Cl	1%	-3%	24%	-9%	0%	13%	-11%	-17	-7%
COCc1nnc(NC(=O)CCN2C(=O)c3ccccc3C2=O)s1	2%	-4%	13%	1%	4%	35%	0%	-3	-1%
CN(C)c1ccc(C=NC2CCc3ccccc32)cc1 (stereo not given)	0%	-2%	.	.	-14%	-12%	.	4	.
O=C(c1ccco1)N1CCN=C1SCc1ccccc1Cl	1%	-3%	10%	-11%	4%	23%	-15%	0	0%
COc1cc([C@H]2c3c(cc(OC)c(O)c3OC)C[C@@H](CO)[C@@H]2CO[C@@H]2O[C@H](CO)[C@@H](O)[C@H](O)[C@H]2O)cc(OC)c1O	0%	-3%	-23%	15%	11%[57.1 µM]	-14%[57.1 µM]	-20%	15	-8%
Cc1cc([N+](=O)[O-])cc2c1-c1ncccc1C2=Nc1ccccc1	0%	-2%	-8%	6%	-9%	-3%	-11%	6	-1%
COc1ccc(OCC(=O)Nc2ccc(C)c(S(=O)(=O)N(C)C)c2)cc1	-1%	0%	-6%	-1%	-9%	12%	-4%	0	-4%
O=C(O)Cn1ncn(-c2ccc(OC(F)(F)F)cc2)c1=O	0%	-4%	-22%	-6%	5%[57.1 µM]	13%[57.1 µM]	-16%	2	-19%
COc1ccc(-c2c(C)n([O-])c3c([n+]2=O)CCCC3)cc1	-1%	-4%	-18%	5%	-18%	4%	4%	-2	-2%

Grouped by structure: the compounds so far containing a furan ring, fused or not
SMILES	Vif-APOBEC3G blk	GRP78 ERSR act	RGS4 inh	mIDH1 inhibitor	TrxR1 substrate	TrxR1 inh	USP1 inh	LDHA inh	Vif-APOBEC3F blk
O=C(N/N=C/c1ccc([N+](=O)[O-])o1)c1ccc(NS(=O)(=O)c2cccs2)cc1	-19%	-9%	20%	0%	-3%	10µM*	-13%	3	?
O=C(c1ccco1)N1CCN=C1SCc1ccccc1Cl	1%	-3%	10%	-11%	4%	23%	-15%	0	0%

The listing picks up, starting 3 compounds before the break.
SMILES	Vif-APOBEC3G blk	GRP78 ERSR act	RGS4 inh	mIDH1 inhibitor	TrxR1 substrate	TrxR1 inh	USP1 inh	LDHA inh	Vif-APOBEC3F blk
COc1ccc(OCC(=O)Nc2ccc(C)c(S(=O)(=O)N(C)C)c2)cc1	-1%	0%	-6%	-1%	-9%	12%	-4%	0	-4%
O=C(O)Cn1ncn(-c2ccc(OC(F)(F)F)cc2)c1=O	0%	-4%	-22%	-6%	5%[57.1 µM]	13%[57.1 µM]	-16%	2	-19%
COc1ccc(-c2c(C)n([O-])c3c([n+]2=O)CCCC3)cc1	-1%	-4%	-18%	5%	-18%	4%	4%	-2	-2%
Cc1ccc(N(CC(=O)NC2CCCCC2)S(=O)(=O)c2cccs2)cc1	0%	-6%	-15%	-9%	1%	?	-23%	-8	-2%
COC(=O)CC1Oc2ccccc2-n2cc(-c3ccccc3)nc21 (stereo not given)	-5%	-2%	2%	26%	6%[11.4 µM]	12%	-31%	-3	-3%
Cc1cccc(OCc2nnc(SC(C)C(=O)O)n2-c2ccccc2)c1 (stereo not given)	4%	-2%	5%	3%	3%	13%	-5%	-5	1%
O=C(O)c1cc(-c2cccnc2)nn1-c1ccccn1	-11%	-1%	-23%	8%	2%[57.1 µM]	8%[57.1 µM]	-10%	2	-6%
CC(C)N(C(=O)COC(=O)c1cccc(C(=O)OCC(=O)N(C(C)C)C(C)C)n1)C(C)C	4%	-1%	17%	1%	7%[57.1 µM]	16%[57.1 µM]	?	-8	9%
Cc1ccc(S(=O)(=O)Oc2ccc(/C=N/N=C3/NC(=O)C(CC(=O)O)S3)cc2)cc1 (stereo not given)	1%	-1%	-18%	-5%	-9%	3%	-10%	-9	5%
CCOc1ccccc1/C=C\c1nc(O)c([N+](=O)[O-])c(=O)[nH]1	1%	-4%	-12%	0%	-11%	-5%	?	-2	-6%
COc1ccc(NC(=O)Cn2c(-c3ccccc3)cn(-c3ccc(C)cc3)c2=O)cc1	3%	-1%	-10%[11.4 µM]	-2%	13%	22%[57.1 µM]	-20%	-5	-10%
COc1ccc(OCCNC(=O)c2ccccc2OCC(=O)Nc2ccc(NC(C)=O)cc2)cc1	-16%	0%	1%	2%	-2%[57.1 µM]	-8%[57.1 µM]	3%	-17	4%
COc1ccc(OC)c(/C(O)=C/C(=O)C(=O)Nc2cc(C)cc(C)c2)c1	-8%	0%	-10%	-7%	-6%[57.1 µM]	5%[57.1 µM]	-12%	5	0%
Cc1cccc(/C=N/NC(=O)Cc2ccc(Cl)cc2)c1O	-8%	3%	12%	0%	-4%	21%	-1%	-12	?
Cc1[nH][nH]c(=O)c1C(c1ccc2c(c1)OCO2)c1c(C)[nH][nH]c1=O	-6%	-2%	-22%	14%	-3%	-23%	-7%	7	3%
COc1cccc(/C=C2/SC(=S)N(CC(=O)NC3C=CS(=O)(=O)C3)C2=O)c1 (stereo not given)	1%	-1%	-30%	2%	-9%	10%	-24%	1	-7%
O=C(COc1ccccc1)Nc1ccc(C(=O)N2CCCC2)cc1	0%	-1%	36%	-4%	4%	17%	-6%	-10	-3%
Cc1cc(C)cc(N(CC(=O)NCCc2ccc(Cl)cc2)S(=O)(=O)c2c(C)noc2C)c1	3%	0%	-5%	8%	-6%	1%	?	2	0%
COc1ccc(/C=C2\COc3ccccc3C2=O)cc1OC	?	?	?	5%	2%[57.1 µM]	?	-26%	-2	4%
CCOC(=O)CSc1nc2ccccc2c(=O)n1CC	0%	-1%	3%	-2%	2%	4%	-4%	-7	0%
Cc1c(Cl)cccc1NC(=O)Cn1c(=O)cc(C)c2c(C)nn(-c3cccc(F)c3)c21	3%	-4%	-26%	6%	2%[57.1 µM]	9%[57.1 µM]	-23%	0	-1%
CCSc1ccc(C(=O)Nc2cccc(C)n2)cc1[N+](=O)[O-]	-2%	-4%	-50%	3%	-7%	-9%	-11%	-1	0%
Cc1ccc(/C=N/n2c(-c3cccc(Cl)c3)n[nH]c2=S)o1	-8%	?	-23%	1%	-3%	-22%	-17%	-9	-4%
CCOC(=O)c1c(C)c(C(=O)NCCCOC(C)C)c(C)n1C	-1%	-4%	-13%	-1%	5%[57.1 µM]	11%[57.1 µM]	-6%	-3	6%

Structures listed so far printed as active in Vif-APOBEC3G blk.
SMILES | Vif-APOBEC3G blk | RGS4 inh | mIDH1 inhibitor | TrxR1 substrate | TrxR1 inh | USP1 inh | Vif-APOBEC3F blk
CCCCNc1c(-c2ccc(SC3CCCCC3)cc2)nc2cnccn12 | 3.2µM* | -3% | -5% | 4% | -4% | 15% | ?

Screens from PubChem BioAssay.
